Compound activity: PubChem, several laboratories
STAT1 inh = STAT1 signaling inhibition; NIH 3T3 STAT1-luciferase reporter, IFN-gamma, luminescence; inhibition, % at 5.5 µM; actives 0.35% (n = 200,000); AID 920;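 active = inhibition above a set limit, the mean inhibition across all tested compounds plus 3 SD, cut at about 34% in these data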;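 also: 0% = IFN-gamma with DMSO and 100% = IFN-gamma with 300 µM nifuroxazide; values of inactives mirror those of a sister screen read the other way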
Hsp70 act = transcriptional activators of Hsp70; HeLa Hsp70 promoter luciferase reporter, luminescence; scaled: vehicle 0, proteasome-inhibitor control 100%; activation, % at 10 µM; actives 0.04% (n = 200,000);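 active = activation above the mean across all tested compounds plus 3 SD, cutoff set per campaign, cut at about 5.5% in these data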;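 also: 100% = MG132 at 30 µM as the positive control and 0% = DMSO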
TLR4-MyD88 BLA = TLR4-MyD88 interaction inhibition in cells; O00206+Q99836; HeLa CL3-4 TLR4/MyD88 BLA complementation, FRET ratio; inhibition, % at 8.4 µM; actives 0.18% (n = 200,000); in the data active = inhibition above about 25%;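 also: 0% = vehicle and 100% = reference inhibitor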
Target sequence (O00206 whole entry, looked up): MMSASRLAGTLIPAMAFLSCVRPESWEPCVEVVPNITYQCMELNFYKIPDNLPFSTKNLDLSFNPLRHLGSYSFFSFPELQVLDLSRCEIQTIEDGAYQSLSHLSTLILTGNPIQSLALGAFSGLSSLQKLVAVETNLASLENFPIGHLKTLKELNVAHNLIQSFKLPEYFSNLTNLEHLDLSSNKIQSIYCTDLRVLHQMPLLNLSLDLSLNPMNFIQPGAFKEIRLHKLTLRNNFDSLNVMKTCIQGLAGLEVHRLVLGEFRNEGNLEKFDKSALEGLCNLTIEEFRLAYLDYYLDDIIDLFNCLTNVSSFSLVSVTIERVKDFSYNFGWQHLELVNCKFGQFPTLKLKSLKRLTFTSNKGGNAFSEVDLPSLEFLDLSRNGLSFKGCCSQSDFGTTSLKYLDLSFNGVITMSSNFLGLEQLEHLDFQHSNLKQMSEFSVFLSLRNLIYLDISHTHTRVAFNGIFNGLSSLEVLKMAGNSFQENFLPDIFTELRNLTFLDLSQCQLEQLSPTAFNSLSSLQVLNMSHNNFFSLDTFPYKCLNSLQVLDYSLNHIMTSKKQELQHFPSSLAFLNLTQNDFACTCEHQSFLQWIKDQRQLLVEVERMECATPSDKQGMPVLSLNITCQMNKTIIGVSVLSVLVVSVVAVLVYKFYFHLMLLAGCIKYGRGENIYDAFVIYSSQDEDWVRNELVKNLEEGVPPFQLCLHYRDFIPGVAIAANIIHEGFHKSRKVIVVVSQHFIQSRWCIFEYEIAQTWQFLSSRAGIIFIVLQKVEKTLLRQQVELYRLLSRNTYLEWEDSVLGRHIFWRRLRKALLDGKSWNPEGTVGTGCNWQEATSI
Target sequence (Q99836 whole entry, looked up): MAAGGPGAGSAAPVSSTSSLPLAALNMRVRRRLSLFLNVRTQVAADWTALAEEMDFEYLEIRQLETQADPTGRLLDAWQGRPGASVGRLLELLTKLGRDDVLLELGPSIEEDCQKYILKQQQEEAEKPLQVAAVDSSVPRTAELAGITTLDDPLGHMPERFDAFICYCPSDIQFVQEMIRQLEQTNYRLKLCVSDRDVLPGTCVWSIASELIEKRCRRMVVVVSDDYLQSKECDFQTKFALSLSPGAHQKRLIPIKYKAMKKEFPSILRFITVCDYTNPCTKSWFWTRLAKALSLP
G6PDH CS = L. mesenteroides G6PDH inhibition counter-screen. AID 1020. Purified L. mesenteroides G6PDH, diaphorase/resazurin coupled fluorescence, 45 min. inhibition, % at 5 µM. actives 0.12% (n = 200,000); in the data active = inhibition above about 50%
Diaph inh CS = counter-screen for diaphorase-based assays: diaphorase inhibitors and chemical oxidizers | diaphorase resazurin-to-resorufin fluorescence, NADH, 16 min; bacterial (C. kluyveri) enzyme, not human | inhibition, % at 20 µM | actives 0.69% (n = 190,000) | AID 1217;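 active = primary screen inhibition at 20 µM above a set limit, cut at about 50% in these data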;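 also: plate controls were DMSO with full reaction for no effect and wells lacking NADH for full effect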
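material = Clostridium kluyveri diaphorase enzyme | amount = 0.14 U/mL diaphorase, enzyme working solution | schedule = incubation 16 min, room temperature | detection = fluorescence of resorufin formed from resazurin, Ex 544/Em 590 nm | benchmarks = positive control minus NADH, DMSO neutral control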
STAT1 activator = increases IFN-gamma driven STAT1 reporter signal. NIH 3T3 STAT1-luciferase reporter, luminescence; 100% = IFN-gamma alone, no compound. actives 2.6% (n = 200,000). activation (% of control), % at 5.5 µM;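 active = activation above the screen-wide mean activation plus 3 SD, cut at about 130% in these data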;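 also: raw ratio to IFN-gamma control signal so 100% means no change and 0% no light; values of inactives mirror those of a sister screen read the other way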
STAT3 inh = inhibitors of IL-6 induced STAT3 signaling; U3A cells, IL-6 STAT3-luciferase reporter, luminescence; host cell line lacks STAT1; inhibition, % at 5.5 µM; actives 0.89% (n = 190,000);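 active = inhibition above the mean inhibition across all screened compounds plus 3 SD, cut at about 44% in these data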;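 also: 0% = DMSO only wells and 100% = 100 µM nifuroxazide control wells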
Diaphorase act = diaphorase activation or chemical reduction counter-screen. AID 1229. actives 0.005% (n = 190,000). activation factor at 20 µM. Diaphorase/resazurin coupled assay, resorufin fluorescence, 16 min; active compounds read high; 1 = vehicle wells, 0 = NADH-free wells;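 active = diaphorase activity raised at least twofold by the compound at 20 µM; inactive = activation factor below 2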
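Material: purified diaphorase enzyme from Clostridium kluyveri / Medium: HEPES pH 7.4 buffer with MgCl2 and Tween 20 / Schedule: enzyme reaction of 16 min at room temperature / Measured by: resorufin fluorescence, excitation 544 nm, emission 590 nm / Evaluation: rise in resorufin formation, marking diaphorase activation or chemical reduction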
APP 5UTR inh = APP translation inhibition | SH-SY5Y APP 5'UTR-luciferase reporter, luminescence | inhibition, % at 2 µM | actives 0.82% (n = 190,000) | AID 1285;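 active = inhibition above a set limit, derived from the sample mean plus 3 SD, cut at about 45% in these data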; also: values of inactives mirror those of a sister screen read the other way
STAT3 act = increases IL-6 driven STAT3 reporter signal; U3A cells, IL-6 STAT3-luciferase reporter, luminescence; 100% = signal with IL-6 EC80 alone; activation (% of control), % at 5.6 µM; actives 0.91% (n = 190,000); AID 871;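 active = activation above the screen-wide mean of compound activation plus 3 SD, cut at about 130% in these data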;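 also: 0% = background luminescence of wells with medium and substrate only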
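Test system: Human STAT1-deficient U3A cells with stable STAT3-luciferase reporter | Also added: Interleukin-6, 33 ng/mL | Timing: Compound pre-incubation 1 h before IL-6, then 6 h stimulation at 37 °C | Technique: Luciferase reporter luminescence | Read-out: Percent of IL-6-only median luminescence | Benchmarks: IL-6-only wells as 100% reference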
* marks the source's active call; other numbers are inactive results; x = not tested or not shown.

Preview (3 entries):
Molecule	STAT1 inh	Hsp70 act	TLR4-MyD88 BLA	G6PDH CS	Diaph inh CS	STAT1 activator	STAT3 inh	Diaphorase act	APP 5UTR inh	STAT3 act
C[C@@H](C(=O)NCc1ccc(S(C)(=O)=O)cc1)[C@@H]1C[C@@]1(C)[C@@H](NC(=O)OCc1ccccc1)c1ccccc1	8.5	-0.1	0.5	17.6	13.2	92.2	-5.3	0.9	-0.7	102.0
CN1/C(=C\C(=O)c2cccs2)Sc2ccccc21	-75.3	-0.1	1.6	10.2	12.3	169.0*	-30.1	0.9	-167.5	130.1
O=C(Cn1c2[n+](c3ccc(C(F)(F)F)cc31)CCCCC2)Nc1c(F)cccc1F	-8.1	-0.2	-13.5	6.2	-2.0	106.2	-5.0	1	8.2	109.0

The list itself, repeating the preview:
Molecule	STAT1 inh	Hsp70 act	TLR4-MyD88 BLA	G6PDH CS	Diaph inh CS	STAT1 activator	STAT3 inh	Diaphorase act	APP 5UTR inh	STAT3 act
C[C@@H](C(=O)NCc1ccc(S(C)(=O)=O)cc1)[C@@H]1C[C@@]1(C)[C@@H](NC(=O)OCc1ccccc1)c1ccccc1	8.5	-0.1	0.5	17.6	13.2	92.2	-5.3	0.9	-0.7	102.0
CN1/C(=C\C(=O)c2cccs2)Sc2ccccc21	-75.3	-0.1	1.6	10.2	12.3	169.0*	-30.1	0.9	-167.5	130.1
O=C(Cn1c2[n+](c3ccc(C(F)(F)F)cc31)CCCCC2)Nc1c(F)cccc1F	-8.1	-0.2	-13.5	6.2	-2.0	106.2	-5.0	1	8.2	109.0
Clc1ccc(Cn2c(-c3cccnc3Cl)nc3ccccc32)cc1	1.9	-0.2	2.3	-1.4	12.7	98.3	-5.9	0.9	-20.9	111.8
CCCn1c(N)c(N(C)C)c(=O)n(CC(=O)Nc2ccc(OC(F)(F)F)cc2)c1=O	3.1	-0.3	-13.2	9.0	14.9	97.2	8.6	0.9	-9.7	101.1
COc1ccc(NC(=O)C2CCCN(S(=O)(=O)c3cccc4nonc34)C2)cc1OC (centres undefined)	0.6	-0.1	-6.4	5.4	10.0	98.4	3.1	0.9	-29.9	98.7
COc1ccc(CCN(Cc2cc3cccc(C)c3[nH]c2=O)C(=O)NC2CCCCC2)cc1OC	4.9	-0.5	-5.5	-1.8	5.3	95.5	9.3	0.9	-6.9	97.0
O=C(O)C1CCCN(S(=O)(=O)c2ccc3c(c2)OCCO3)C1 (centres undefined)	-5.9	-0.2	13.2	14.2	-0.1	103.7	-6.0	1	18.4	107.2
COC(=O)/C(=C/c1cn(C)c2ccccc12)[N+](=O)[O-]	0.8	-0.2	-2.0	-9.1	2.0	99.2	-17.8	1	-5.1	124.4
O=C(c1cccc(F)c1)N1CCN(S(=O)(=O)c2ccc(C(F)(F)F)cc2)CC1	-5.5	0.1	-13.2	7.7	18.0	105.1	-21.4	0.8	-16.8	124.1
COc1ccc(N2CCN(C(=O)CNC(=O)c3ccc(C(C)(C)C)cc3)CC2)cc1	-12.8	0.1	3.6	-0.9	14.7	111.8	7.1	0.9	-0.9	95.4
O=C(c1ccccc1)c1ccc(OC(=O)N2CCCC2)cc1	-11.8	0.0	-2.9	-0.8	14.0	110.9	11.7	0.9	-14.8	91.2
CC(C)NS(=O)(=O)c1ccc(OCC(=O)N(C)Cc2ccccc2)cc1	3.6	-0.3	-9.0	-2.6	4.3	96.6	-3.8	1	-9.5	100.6
CCOC(=O)C1(CCCc2ccccc2)CCN(Cc2cnn(C)c2)CC1	7.4	-0.3	9.6	11.0	13.8	91.9	0.1	0.9	-13.9	103.8
CC(C)N(C(=O)N1CCC(c2nc(-c3ccncc3)no2)CC1)C(C)C	3.1	-0.5	-6.9	6.6	16.8	97.2	13.1	0.8	8.0	91.6
COc1ccc(/C=N/NC(=S)Nc2ccccc2[N+](=O)[O-])cc1O	-2.5	-0.5	-6.9	9.5	15.5	102.3	94.5*	0.8	-206.0	21.9
O=C(N/N=C/c1ccc2c(c1)OCO2)c1ccc2ccccc2n1	3.5	0.4	-15.4	7.0	9.2	95.4	7.6	0.9	-23.9	99.3
CCOC(=O)c1nnn(CC(=O)Nc2ccccc2)c1C(=O)OCC	-7.2	0.1	-6.7	-2.9	-2.5	103.4	5.4	1	-4.4	99.4
COc1ccc(C)cc1NC(=O)C(=O)NNC(=O)COc1ccc(Cl)cc1	-2.3	-0.1	-5.7	-1.6	-16.2	101.8	15.5	1.2	-1.2	92.8
CCCCC(=O)N(c1ccc(C)c(C)c1)C1C=CS(=O)(=O)C1 (centres undefined)	3.5	-0.1	13.4	0.7	10.9	96.8	17.6	0.9	1.6	91.2
O=C(NCCN1CCN(Cc2ccc([N+](=O)[O-])cc2)CC1)C(=O)Nc1ccccc1	6.2	-0.2	-6.8	-7.2	6.2	97.9	9.2	0.9	-5.9	100.0
COC1(OC)N=C(N)C2(C#N)C(c3ccc4c(c3)OCO4)C12C#N (centres undefined)	-2.7	0.2	3.2	-0.7	11.7	102.4	6.2	0.9	-1.6	96.3
CCOCCCn1c(=N)c(C(=O)NCCN2CCOCC2)cc2c(=O)n3cccc(C)c3nc21	0.8	-0.3	-13.6	x	x	99.3	1.0	x	-9.3	102.7
O=C(CN1C(=O)c2ccc([N+](=O)[O-])cc2C1=O)Nc1nccs1	3.5	-0.3	-4.9	12.4	19.0	96.4	15.3	0.8	-1.0	91.1
Cc1ccc(N2C(=O)CC(Sc3ncccc3C(=O)O)C2=O)cc1 (centres undefined)	4.1	0.2	-3.1	5.2	2.6	96.4	6.0	1	-26.8	103.0
CC(NC(=O)CCCn1cc([N+](=O)[O-])cn1)c1ccccc1 (centres undefined)	2.8	-0.3	6.3	7.4	6.6	95.9	3.9	0.9	2.6	98.7
Cc1cc(C)nc(N/N=C/c2ccccc2)n1	-9.2	-0.1	-17.0	1.3	11.2	108.4	5.1	0.9	-9.1	101.2
O=C(N/C=N/OCc1cccc(C(F)(F)F)c1)N1OC[C@@H]2COc3ccc4ccccc4c3[C@@H]21	1.1	0.0	2.2	4.3	14.9	99.0	3.9	0.9	-7.0	98.0
COc1cc(C(=O)c2ccccc2Cl)c([N+](=O)[O-])cc1OC	-4.1	0.0	12.9	10.2	16.4	101.0	6.5	0.8	-3.9	98.6
COCCNC(=S)N1CCN(c2cccc(C)c2C)CC1	24.9	0.3	-9.5	-0.1	0.6	76.5	-0.8	1	-17.2	102.5
Cc1ccccc1OCC(O)Cn1c2ccccc2c2ccccc21 (centres undefined)	-1.6	0.2	12.1	-3.8	23.7	101.4	27.3	0.8	-20.5	85.8
c1ccc(CN2CCN(CCCNc3ccc4nnc(-c5ccccc5)n4n3)CC2)cc1	1.8	-0.1	1.7	-24.5	11.7	98.4	11.0	0.9	7.5	95.2
Oc1ccc(CNc2ccccc2)c2cccnc12	0.0	0.2	-11.2	24.8	86.3*	100.0	9.6	0.1	-2.5	96.2
Cc1cc(C(C)(C)C)oc1C(=O)N1CCN(C(=O)c2oc(C(C)(C)C)cc2C)CC1	0.1	0.5	-22.1	5.0	6.1	100.0	2.9	0.9	1.7	100.2
COc1ccc2c(c1)CCC/C2=N\NC(=O)c1ccoc1C	-57.0	0.1	0.7	22.1	12.5	150.8*	-13.0	0.9	-108.5	109.6
Oc1ccccc1-c1cc(-c2ccco2)[nH]n1	-2.7	0.1	-9.4	16.8	20.8	102.5	-29.9	0.8	-114.8	132.0
O=C(O)CNC(=S)N(Cc1ccccc1)Cc1cccs1	2.6	0.5	7.4	-4.3	-16.7	94.6	0.1	1.2	-2.7	103.9
NC(=O)N1CCN(C(=O)c2ccco2)CC1	-1.8	-0.3	10.4	1.1	1.4	101.6	-6.4	1	11.7	106.5
COc1cc(C(=O)N(Cc2cc3cc(C)ccc3[nH]c2=O)CC2CCCO2)cc(OC)c1OC (centres undefined)	-0.4	0.1	1.8	1.5	16.9	101.7	0.6	0.8	5.1	103.2
O=C(NN=C1CCCCCC1)c1c[nH]c2ccccc12	-17.0	-0.1	3.2	2.7	12.7	116.1	-2.7	0.9	-22.5	100.9
O=c1c2ccccc2n2nnnc2n1-c1ccccc1	2.3	-0.2	-3.0	9.0	13.3	100.9	1.3	0.9	5.2	98.9
CCNc1nc(Oc2ccc(=O)n(-c3ccccc3)n2)nc(N(C)C)n1	-3.0	-0.1	8.6	2.9	-2.9	102.7	-0.9	1	-2.4	104.2
C=CCN(CC=C)C(=O)Nc1cc(Cl)ccc1OC	2.6	-0.1	-8.8	17.8	12.6	97.6	10.3	0.9	5.6	95.4
COCCn1nnnc1C(c1cccs1)N1CCN2CCCC2C1 (centres undefined)	-2.1	-0.4	-10.9	7.8	11.6	100.4	9.0	0.9	-1.8	94.3
CCn1c(SCC(=O)c2ccccc2)nnc1-c1cccs1	-30.4	0.3	-3.4	6.1	2.1	127.7	-7.8	1	-74.7	111.0
Cc1ccc(-c2nnn(CC(=O)N(Cc3cccs3)C(C(=O)NCC3CCCO3)c3ccco3)n2)o1 (centres undefined)	-5.3	-0.2	-0.7	4.7	-2.3	104.9	1.3	1	20.2	104.1
N#Cc1nc(COc2cccc(Cl)c2)oc1NCc1ccco1	-15.2	0.0	-14.1	-1.9	14.6	113.8	4.7	0.9	-18.3	103.3
CCCC(C(=O)NC1CCCCC1)N(Cc1ccco1)C(=O)CNS(=O)(=O)c1ccccc1 (centres undefined)	-0.8	-0.2	-13.4	-1.0	11.9	103.6	-0.8	0.9	14.5	100.6
CC(CCc1ccccc1)NC(=O)CNC(=O)COc1ccccc1 (centres undefined)	0.4	-0.1	-5.0	17.4	2.0	99.1	-2.6	1	5.1	104.0
CCc1nc2ccc(C(=O)Nc3nnc(C)s3)cc2nc1CC	1.0	-0.1	1.6	-2.6	-5.6	98.1	0.8	1.1	-1.7	100.4
CCOC(=O)CSc1nnc(Cc2ccccc2)n1Cc1ccco1	2.2	0.0	13.2	3.6	10.3	98.0	6.8	0.9	8.3	99.4
COc1ccc(C(=O)NCC(=O)N/N=C/c2ccc([N+](=O)[O-])s2)cc1OC	11.0	-0.2	-5.4	2.4	10.9	89.3	14.1	0.9	-0.4	97.5
COC(=O)c1cnn(-c2nc3c(C)cccc3s2)c1C	-1.3	-0.1	-6.9	2.1	3.9	101.2	-39.7	1	-1.0	140.5*
CC(NCCc1ccc(O)cc1)C(O)c1ccc(O)cc1 (centres undefined)	-1.3	-0.2	-3.2	12.5	4.0	101.2	-6.7	1	0.3	108.0
